Assay outcomes (PubChem)
HCV NS3 hel inh: inhibitors of HCV NS3 helicase, primary screen, biochemical, Cy5 molecular beacon fluorescence; Hepatitis C virus NS3 helicase; NS3 helicase DNA unwinding; inhibition, % at 10.9 µM; 290,000 compounds, 0.56% hits; AID 1800, 2009;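 active = inhibition above the mean of all tested compounds plus 3 SD, set per campaign, cut at about 35% in these data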;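 also: 0% = DMSO wells and 100% = thioflavine S control wells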
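System: HCV NS3 helicase fragment; control set: DMSO and thioflavine S; technique: Cy5 fluorescence at 0 and 60 min, beacon hairpin quenching; reagent: beacon DNA duplex substrate plus ATP; replicates: singlicate; schedule: 1 h reaction at 25 °C, ATP-initiated; medium: MOPS buffer pH 6.5 with MgCl2, DTT, Tween20, BSA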
FID counter: compounds displacing fluorescent DNA intercalator, primary screen, artefact control for HCV NS3 helicase inhibitor project, biochemical, FID fluorescence; DNA fluorescent intercalator displacement; 290,000 compounds, 0.17% hits; inhibition, % at 7.9 µM; in the data active = inhibition above about 37%;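 also: 0% = vehicle and 100% = reference compound; higher means more ethidium bromide displaced from hairpin DNA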
IDE cell inh: human IDE inhibitors in live cells, primary screen, fluorescence polarization, HEK cells, FAbetaB substrate. Insulin-degrading enzyme (Homo sapiens), P14735. FAbetaB cleavage. inhibition, % at 5.59 µM. 320,000 compounds, 0.41% hits. AID 434962, 2010;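 active = percent inhibition above the average of all tested compounds plus 3 SD, set per screening campaign, cut at about 16% in these data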;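 also: IDE supplied by intact live HEK cells; FP after avidin binding of uncleaved biotin substrate so inhibition keeps polarization high; 0% = DMSO wells and 100% = 60 µM reference IDE inhibitor Ii1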
Target sequence (P14735 whole entry, looked up): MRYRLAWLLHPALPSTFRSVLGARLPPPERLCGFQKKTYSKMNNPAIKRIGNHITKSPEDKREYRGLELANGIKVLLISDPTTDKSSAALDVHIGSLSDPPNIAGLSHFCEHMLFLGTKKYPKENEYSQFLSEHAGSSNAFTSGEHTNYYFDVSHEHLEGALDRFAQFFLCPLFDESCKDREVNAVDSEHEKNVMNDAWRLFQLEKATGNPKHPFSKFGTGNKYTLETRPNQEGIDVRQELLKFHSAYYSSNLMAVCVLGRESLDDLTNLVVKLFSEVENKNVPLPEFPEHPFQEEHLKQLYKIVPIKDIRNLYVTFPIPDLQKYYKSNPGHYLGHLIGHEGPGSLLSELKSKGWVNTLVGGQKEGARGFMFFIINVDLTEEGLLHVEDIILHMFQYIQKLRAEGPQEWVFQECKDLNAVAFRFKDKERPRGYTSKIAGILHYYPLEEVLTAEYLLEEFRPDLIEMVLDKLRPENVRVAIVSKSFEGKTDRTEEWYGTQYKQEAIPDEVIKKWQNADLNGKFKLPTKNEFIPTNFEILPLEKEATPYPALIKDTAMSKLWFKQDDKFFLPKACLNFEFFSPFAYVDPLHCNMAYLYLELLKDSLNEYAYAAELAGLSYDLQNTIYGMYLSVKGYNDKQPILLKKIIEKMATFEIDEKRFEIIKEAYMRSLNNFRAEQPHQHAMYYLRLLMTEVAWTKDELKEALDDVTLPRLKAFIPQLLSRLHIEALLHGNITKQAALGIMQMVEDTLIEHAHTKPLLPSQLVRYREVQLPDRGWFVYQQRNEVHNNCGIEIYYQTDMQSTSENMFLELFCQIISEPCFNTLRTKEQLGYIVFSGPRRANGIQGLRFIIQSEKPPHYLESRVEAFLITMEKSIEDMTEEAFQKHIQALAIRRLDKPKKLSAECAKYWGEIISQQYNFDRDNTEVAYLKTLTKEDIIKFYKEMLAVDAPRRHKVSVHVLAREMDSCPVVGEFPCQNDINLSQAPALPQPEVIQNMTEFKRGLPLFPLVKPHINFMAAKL
IDE cell activ: human IDE activators in live cells, primary screen, fluorescence polarization, HEK cells, FAbeta-B substrate | Insulin-degrading enzyme (Homo sapiens), P14735 | FAbeta-B cleavage; 0% vehicle, 100% cell-free pure enzyme wells | 340,000 compounds, 0.073% hits | activation, % at 5.96 µM;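 active = activation above the mean of all tested compounds plus 3 SD, set per screening campaign, cut at about 17% in these data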
IMP-1 inhibitor: IMP-1 metallo-beta-lactamase inhibitors, primary screen, biochemical, epi-absorbance readout, Pseudomonas aeruginosa enzyme. AID 1556, 2009. inhibition, % at 5.6 µM. 290,000 compounds, 0.45% hits. metallo-beta-lactamase IMP-1 (Pseudomonas aeruginosa). purified IMP-1, nitrocefin hydrolysis, epi-absorbance fluorescence;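 active = inhibition above the mean plus 3 SD of all compounds in the same screening run, cut at about 4.5% in these data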;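 also: 0% = IMP-1 with DMSO and 100% = DMSO wells lacking enzyme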
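System: Purified IMP-1 | Read-out basis: Percent enzyme inhibition | Controls: IMP-1 with DMSO as 0%, enzyme-free DMSO as 100% | Replicates: One well per compound | Doses: 5.6 µM nominal single concentration | Detection: Epi-absorbance fluorescence, 480 nm excitation, 530 nm emission | Incubation: 25 °C, 15 min preincubation, 25 min reaction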
PfM18AAP inh: PfM18AAP inhibitors, malaria aminopeptidase, primary screen, biochemical, QFRET, recombinant enzyme. inhibition, % at 7.35 µM. 290,000 compounds, 1.2% hits. H-Glu-NHMec fluorogenic cleavage;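 active = inhibition above the campaign mean inhibition over all tested compounds plus 3 SD, cut at about 28% in these data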;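 also: 0% = plate median of test compound wells and 100% = 2 mM ZnCl2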
p-CIP stab down: p/CIP-EGFP fusion destabilizers, primary screen, fluorescence, F442A cells. decrease of EGFP signal, % at 10 µM. AID 1984, 2009. 16 h. 290,000 compounds, 0.01% hits;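 active = EGFP signal decrease of at least 30% at 10 µM or well 3 SD below plate mean, unless failing retest; inactive = the rest, including hits failing retest or dose response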; also: some compounds called inactive have numbers as strong as hits; many of its hits are not listed in these tables
VIM-2 inh: VIM-2 metallo-beta-lactamase inhibitors, primary screen, biochemical, epi-absorbance readout, Pseudomonas aeruginosa enzyme. purified VIM-2, nitrocefin hydrolysis, epi-absorbance fluorescence. inhibition, % at 5.6 µM. 290,000 compounds, 0.89% hits;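 active = inhibition above the mean of all tested compounds plus 3 SD, cutoff set per screening run, cut at about 7.5% in these data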;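 also: red hydrolysis product quenches plate fluorescence so inhibitors raise well fluorescence; 0% = enzyme with DMSO and 100% = DMSO without enzyme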
UBC9 SUMO inh: inhibitors of in vitro SUMOylation cascade, primary screen, biochemical, HTRF, uHTS. AID 2006, 2009. inhibition, % at 35 µM. SUMO-conjugating enzyme UBC9 (Homo sapiens), P63279. HTRF SUMOylation assay, SAE1/SAE2 + UBC9. 290,000 compounds, 0.36% hits; in the data active = inhibition above about 50%, passing the limit was not always enough; also: strong numbers were not always called active
Starred values were filed as active, the others as inactive; / = no result given. Compounds were not picked by outcome; about 3.6% have a hit in one of these screens.

The line under a structure holds: HCV NS3 hel inh	FID counter	IDE cell inh	IDE cell activ	IMP-1 inhibitor	PfM18AAP inh	p-CIP stab down	VIM-2 inh	UBC9 SUMO inh
[1] CCCOCc1ccc(O)c2ncccc12
  4.0	-5.6	-0.9	5.6	-1.8	-8.7	-6.7	-0.4	14.7
[2] COCCN(C(=O)COC(=O)CCc1nc2ccccc2s1)c1c(N)n(Cc2ccccc2)c(=O)[nH]c1=O
  -4.1	-41.2	0.9	5.1	-2.3	2.5	4.2	-3.7	17.1
[3] C/C(=N\NC(=O)c1ccc(NS(=O)(=O)c2cccs2)cc1)c1ccc(Cl)cc1
  18.4	-1.9	0.8	-2.9	-3.0	-18.4	-7.8	-4.9	1.8
[4] C=CCNC(=O)C(=O)c1cccn1-c1ccsc1C(=O)OC
  3.5	0.0	-0.6	2.1	0.5	2.9	4.5	-1.0	10.6
[5] CCCCNC(=O)C1c2ccccc2C(=O)N(c2ccc(OC)cc2)C1c1ccc(OC)cc1 (stereo not given)
  -1.2	-40.6	2.0	5.2	2.9	-5.8	-4.0	-0.6	22.9
[6] COC(=O)c1ccc(COc2ccc(C)cc2[N+](=O)[O-])o1
  13.7	-6.9	5.1	/	0.0	3.7	-7.5	0.8	7.3
[7] COc1cccc(N2CCN(C(C)C(=O)NC34CC5CC(CC(C5)C3)C4)CC2)c1 (stereo not given)
  -8.6	-19.3	0.7	-1.1	-2.8	2.9	-19.1	-1.8	3.4
[8] Cc1ccccc1NC(=O)C1c2cccc[n+]2CC(=O)N1Cc1ccc2c(c1)OCO2 (stereo not given)
  -6.7	-11.9	2.3	5.1	-0.5	12.7	5.5	-0.1	17.2
[9] O=C(Cc1ccccc1)NCc1cccnc1
  3.0	-1.3	3.8	-2.8	-0.4	-7.4	-0.5	-1.2	-9.1
[10] CCOC(=O)c1c(C)[nH]c(C)c1S(=O)(=O)NCC1CCN(Cc2cccc(F)c2)CC1
  -8.8	3.9	2.9	3.2	0.4	2.0	-4.8	0.3	5.9
[11] O=C(OCC(=O)N1CCc2ccccc21)c1ccc[n+]([O-])c1
  -16.2	-5.5	2.0	2.0	-3.3	1.6	-19.7	-1.0	7.5
[12] Cc1ccc2oc(-c3cccc(NC(=O)Cn4cnc5c(=O)n(C)c(=O)n(C)c54)c3)nc2c1
  5.8	-2.6	-4.2	/	-2.5	-9.2	-24.0	-4.0	11.5
[13] Cc1nnc(N/N=C/c2ccccn2)[nH]c1=O
  1.1	-8.0	3.2	10.6	-3.5	8.2	-2.3	-4.3	-35.0
[14] CCOc1ccccc1NC(C)C(=O)Nc1cc(C(F)(F)F)ccc1N1CCOCC1 (stereo not given)
  -7.3	-6.6	-1.9	4.0	0.5	-9.1	-3.1	-0.1	-34.0
[15] COc1ccc(N(C(=O)c2ccco2)C(C(=O)NC2CCCCC2)c2cccs2)cc1OC (stereo not given)
  -3.6	-36.8	3.8	7.6	-4.5	3.4	-11.2	-4.0	11.2
[16] CCOC(=O)c1c(C)n(C)c2ccc(OC)c(NC(=O)CN3CCSCC3)c12
  7.6	-32.6	-5.7	1.4	-2.9	0.8	-3.1	-2.8	14.2
[17] COc1ccc(COc2ccc(S(=O)(=O)N3CCCC3)cc2C(N)=O)cc1F
  -4.5	-31.7	2.5	1.1	-1.9	-2.2	-10.3	-1.5	-6.7
[18] CC(/C=N/NC(=O)CSc1n[nH]c(=O)[nH]c1=O)=C\c1ccccc1
  8.3	-11.1	-0.2	0.6	-3.2	3.2	2.1	-4.0	-5.0
[19] CS(=O)(=O)N(CC(=O)N1CCCCCC1)c1ccc(Br)cc1
  -3.8	-11.2	0.5	6.4	-0.3	-9.5	-10.2	2.3	-5.1
[20] Cc1ccc(CNC(=O)c2ccc3c(=O)[nH]c4c(C(=O)NCC5CCCO5)sc(=S)n4c3c2)cc1 (stereo not given)
  0.6	-4.8	0.3	-0.5	-3.4	-8.1	1.2	-1.9	25.0
[21] Cc1cc(C(F)(F)F)nc(-n2cc(-c3ccccc3)nn2)n1
  -6.4	-1.2	5.6	-2.0	-2.1	-3.6	3.1	-2.7	-3.4
[22] O=C(Cc1ccccc1)NN1C(=O)C2C3C=CC([C@@H]2C1=O)C31CC1 (stereo not given in full)
  -10.3	-3.3	4.5	-2.0	-2.1	0.7	2.3	-0.9	-9.1
[23] Cc1nn(C)c(C)c1CNC(=O)c1cnn2c1NC(c1ccccc1)CC2C(F)(F)F (stereo not given)
  4.4	-34.6	0.8	3.7	-2.5	-0.7	-3.7	-1.0	5.4
[24] COc1cc(/C=C/C(=O)OCC(=O)NCc2cccs2)ccc1OCC#N
  -2.9	-15.1	1.9	-1.1	-3.4	6.6	-31.1	-0.4	23.9
[25] CCCCN(CCCC)C(=O)c1sc2nc(N3CCOCC3)c3c(c2c1N)CCCC3
  4.0	-17.5	8.5	/	-2.9	31.5*	-11.3	-1.0	14.3
[26] CC1=NN(c2ccc(C(=O)O)cc2)C(=O)/C1=C\c1ccc(OC(=O)c2cccs2)cc1
  8.7	-0.8	0.5	5.0	-2.4	-2.0	-14.1	-2.1	/
[27] CCOC(=O)N1CCN(C(=O)c2cnc(Nc3ccccc3OC)c3ccccc23)CC1
  6.1	-38.2	-4.4	5.3	-3.1	2.5	-13.6	-1.8	-0.7
[28] CCCN1CCN(CCCNC(=O)c2ccccc2NC(=O)C2=C(C)OCCS2)CC1
  -0.7	10.4	1.1	6.2	-1.6	1.5	-7.6	0.9	2.5
[29] CCC(=Nc1ccccc1OC)C1=C(O)CC(c2ccccc2)CC1=O (stereo not given)
  8.2	-2.0	2.9	0.7	-1.1	-14.1	6.1	0.0	8.3
[30] Cc1cc(NC(=O)CCC(=O)N(CC(=O)NCC2CCCO2)Cc2ccc(F)cc2)no1 (stereo not given)
  1.5	-12.9	1.1	3.9	-4.7	2.4	9.4	-1.8	5.0
[31] CNC(=O)CN(c1cc([N+](=O)[O-])ccc1OC)S(C)(=O)=O
  -0.5	-1.3	-2.6	6.9	-1.4	0.2	-0.1	-0.5	-0.8
[32] COc1ccc(NC(=O)Nc2cccc3cccnc23)cc1
  -1.4	-10.1	-1.7	3.9	-2.7	7.9	1.6	-2.6	-1.0
[33] COc1ccc(-c2nc3c(-c4ccc(Cl)cc4)cnn3cc2C)cc1F
  0.1	-0.7	1.5	-2.9	-3.6	-11.6	-8.6	-0.6	22.8
[34] Cc1cc(Nc2c(C)n(C)n(-c3ccccc3)c2=O)c2ccccc2n1
  -0.2	-9.1	0.4	5.8	-4.3	-1.0	-4.9	-1.9	4.1
[35] CC(C)(C)NC(=O)C(c1ccncc1)N(Cc1cccs1)C(=O)Cn1nnc(-c2cccs2)n1 (stereo not given)
  9.6	-18.1	-0.6	-0.9	-0.7	0.8	-10.1	-0.4	2.3
[36] O=C(NNC(=S)Nc1ccccc1)C1CCCCC1
  9.6	-3.7	1.1	-3.4	-2.5	1.0	1.2	-0.1	1.1
[37] COc1ccc(OC)c(/C=C2\SC(N3CCCC(C)C3)=NC2=O)c1 (stereo not given)
  7.9	-30.2	1.3	-2.9	-1.6	-4.8	-10.2	1.5	35.8
[38] CCN(CC)CCCCCOc1ccccc1OC
  -0.2	0.6	1.4	8.6	-3.9	-5.9	-9.4	-1.9	-5.0
[39] COc1ccc(C2C=C(c3ccccc3)Nc3nnnn32)cc1 (stereo not given)
  -0.2	-5.7	2.2	0.5	-4.2	-7.0	-5.7	-3.0	23.2
[40] COc1ccc(NCCC#N)cc1
  2.7	1.1	1.1	0.5	-2.6	0.3	-23.2	-3.6	-1.2
[41] CCCC(=O)OCC(=O)Nc1ccc([N+](=O)[O-])cc1C#N
  -0.2	1.3	-2.8	6.4	1.8	-0.9	8.7	-1.8	11.0
[42] CCOC(=O)CN1C(=O)N[C@@H](c2ccc(Br)cc2)C(C(C)=O)=C1C
  4.1	-9.6	/	/	-1.2	0.7	5.0	-2.6	-16.8
[43] Cc1cc(C)n(CNc2nc(C(F)(F)F)cs2)n1
  -0.8	4.5	2.1	5.1	-2.6	-0.5	3.0	-1.8	10.4
[44] C/C(=N\NC(=O)C1(C)CC1(Br)Br)c1ccc([N+](=O)[O-])cc1 (stereo not given)
  10.7	-1.1	0.9	3.3	-3.1	11.0	0.7	-3.3	17.7
[45] COc1ccc(C(=O)C2CCCN(Cc3ccc(C#CCCO)cc3)C2)cc1F (stereo not given)
  2.0	-0.7	0.3	4.8	0.7	-10.5	1.5	1.1	8.2
[46] O=C(CSc1nccc(=O)[nH]1)Nc1ccc(F)c([N+](=O)[O-])c1
  11.2	-1.4	-13.7	11.0	-1.6	-6.5	-2.8	0.2	9.3
[47] CC(N)=Nc1ccc([N+](=O)[O-])cc1
  8.9	-3.5	-0.4	3.1	-1.7	12.3	-10.9	-0.9	11.6
[48] Cc1ccc(NC(=O)Cn2c(=O)n(CCC(=O)NC3CCN(Cc4ccccc4)CC3)c(=O)c3ccccc32)cc1
  8.1	-6.3	-3.7	-0.9	0.6	-7.0	-3.5	-0.5	-3.1
[49] O=C(Cc1ccccc1)Nc1cccnc1
  5.4	0.4	-0.3	6.0	-0.8	-10.0	2.6	-0.9	7.4
[50] O=C(NC1CCN(S(=O)(=O)c2ccc(Cl)c(F)c2)CC1)c1cccnc1
  -2.4	-18.4	2.2	2.9	-1.7	-4.1	3.5	-0.3	1.9

The results go on:
The line under a structure holds: HCV NS3 hel inh	FID counter	IDE cell inh	IDE cell activ	IMP-1 inhibitor	PfM18AAP inh	p-CIP stab down	VIM-2 inh	UBC9 SUMO inh
[51] COc1cc(/C=C/C(=O)Nc2cc(S(=O)(=O)N3CCOCC3)ccc2N2CCCC2)cc(OC)c1OC
  5.1	-9.7	-2.4	4.8	-2.6	-2.5	-7.7	3.0	-6.7
[52] NC(=O)C1CCN(C(=O)c2ccc3nc(N4CCCCC4)sc3c2)CC1
  5.3	-18.3	1.7	2.9	-2.5	-2.0	-2.8	-3.3	12.3
[53] Cn1cc(-c2nnnn2-c2ccc(Cl)cc2)c(C(F)(F)F)n1
  1.7	-2.4	0.5	4.0	-0.6	-6.5	-3.2	-0.6	8.8
[54] COc1cccc(OC)c1C(=O)O/N=C(\N)c1ccncc1
  -4.0	-3.0	2.0	2.7	-1.9	1.1	6.9	-0.9	14.7

Some values from the list.
COc1cc(/C=C/C(=O)Nc2cc(S(=O)(=O)N3CCOCC3)ccc2N2CCCC2)cc(OC)c1OC – IDE cell activ: 4.8
Cn1cc(-c2nnnn2-c2ccc(Cl)cc2)c(C(F)(F)F)n1 – p-CIP stab down: -3.2
